# Assay outcomes as filed in PubChem.
# Dynein cargo inh – dynein cargo transport inhibition; 3617.4 mouse cells, GR-EGFP nuclear translocation imaging; test concentration mostly 20 µM; stimulated with dexamethasone, 1 µM; active compounds read low; z-score, hits read low; actives 0.47% (n = 220,000); AID 1381;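 active = plate z-score of nuclear minus cytoplasmic receptor signal below a set negative limit, without overly bright fluorescence or cell loss, cut at about -3.5 in these data, passing the limit was not always enough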;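 also: z-score of nuclear minus cytoplasmic ring GR-EGFP intensity difference per well; some compounds called inactive have numbers as strong as hits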
#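 Schedule: 48 h induction, then 1 h compound, then 30 min agonist, 37 °C. Buffer or medium: tetracycline-free induction medium containing charcoal-stripped FBS. Reagent: 1.0 µM final dexamethasone stimulus. Evaluation: nuclear versus cytoplasmic GR-EGFP signal, averaged per well. Signal: high-content fluorescence imaging after fixation.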
# Yfh1-off respiration – enhancers of respiration in Yfh1-depleted yeast, dose response, Friedreich's ataxia, plus single-dose screen (AID 1465); actives 0.074% (n = 220,000); S. cerevisiae Yfh1-off respiration, WST-1 reduction, 72 h; higher fold induction means a stronger effect; fold induction at 50 µM, or EC50 in µM where a hit was titrated;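 active = fold induction of absorbance versus untreated yeast above a set limit, then at least 30% activation at any dose in follow-up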;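 also: activators that raise dye reduction in frataxin-depleted yeast; strong numbers were not always called active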
# P. falciparum M1AAP – P. falciparum M1AAP inhibitors, biochemical, fluorogenic H-Leu-NHMec substrate, 1536-well (AID 1445). recombinant M1AAP, H-Leu-NHMec fluorogenic kinetic assay; higher % means a stronger effect. inhibition, % at 30 µM, or IC50 in µM where a hit was titrated. actives 0.42% (n = 220,000);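 active = primary inhibition above the hit cutoff, then over 50% inhibition at one or more dose response concentrations, cut at about 23% in these data, passing the limit was not always enough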;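 also: plate controls were DMSO full reaction for no effect and no enzyme background for full effect; strong numbers were not always called active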
# Hep lipid drop – modulators of hepatic lipid droplet formation; actives 0.4% (n = 240,000); inhibition, % at 6.5 µM; AML12 mouse hepatocytes, oleate lipid droplets, BODIPY imaging;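 active = lipid droplet intensity inhibited by at least 50%, with more than 500 cells counted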
#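 Test system: AML12 hepatocytes (mouse); reagent: oleate loading, 100 µM; dosing: one dose, 6.5 µM compound; incubation: overnight exposure; signal: fluorescence imaging, 20x objective, two fields per well; read-out basis: % inhibition of corrected integrated BODIPY droplet signal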
# Ins promoter up – MIN6 insulin promoter up-regulation; z-score at 5 µM; MIN6 insulin promoter-GFP reporter, high-content imaging; active compounds read high; actives 0.3% (n = 190,000);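 active = z-score above 3 at 5 µM with at least 500 cells counted in the well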
# P. falciparum M17LAP – P. falciparum M17LAP inhibitors, primary screen, biochemical, fluorogenic H-Leu-NHMec substrate, 1536-well (AID 1619); recombinant M17LAP, H-Leu-NHMec fluorogenic kinetic assay; higher % means a stronger effect; actives 0.38% (n = 220,000); inhibition, % at 30 µM; hits with a dose series show IC50 in µM;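 active = compound inhibiting the enzyme by more than half at any dose during confirmatory dose-response retesting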;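 also: plate controls were full reaction with DMSO carrier for no effect and no enzyme background for full effect; strong numbers were not always called active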
# MT stabilize HCS – stabilizes microtubules in HeLa cells; HeLa tubulin immunostaining HCS, 24 h; share of cells brighter than vehicle mean+2SD; % tubulin-high responders, % at 10 µM; actives 0.83% (n = 200,000);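 active = plate Z-score above 3 for both tubulin-high and condensed-nucleus cell shares, with cell loss under 80%, at 10 µM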;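 also: anti alpha tubulin signal scored within the nucleus-defined area of each cell; some results filed as inactive read as strong as hits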
# Autophagy HCS – modulators of autophagy; calls only at 10 µM (by protocol); AID 463193; MEF GFP-LC3 puncta imaging; test concentration mostly 10 µM; actives 0.98% (n = 190,000);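 active = percentage of spot-positive cells more than 3 SD above its plate mean, without a fluorescence outlier flag or 80% toxicity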;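 also: spot-positive cell cutoff set from DMSO-treated cells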
# ER stress rescue – rescue of cells from ER stress-induced death, primary screen, 384-well, CSM14.1, thapsigargin, ATP luminescence (AID 1222). cellular ATP content (survival), % at 20 µM; hits with a dose series show EC50 in µM. CSM14.1 thapsigargin-induced death rescue, ATP luminescence; higher % means a stronger effect. 190,000 tested, under 10 active;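 active = EC50 below 50 µM in the dose-response confirmation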;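 also: death triggered by thapsigargin at about 15 µM added after 2 h compound pretreatment; cell ATP read after overnight thapsigargin exposure of roughly 18 to 22 hours; normalized against plate controls of thapsigargin alone and 5% DMSO vehicle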
# Dynein cargo inh cytoplasmic EGFP – also measured in Dynein cargo inh; calls as there; z-score; measured here: cytoplasmic GR-EGFP intensity; active compounds read high
# Dynein cargo inh nuclear GR-EGFP – second read-out of Dynein cargo inh, no call of its own (marks repeat the call); z-score; measured here: nuclear GR-EGFP intensity;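 lower value marks the stronger effect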
# Dynein cargo inh cell count – recorded beside Dynein cargo inh, whose call it bears; z-score; measured here: cell count per field
# Ins promoter up cell count – recorded beside Ins promoter up, whose call it bears; cell count; measured here: cytotoxicity, nuclei count;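 total cells summed across four imaged fields per well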
# Hep lipid drop cells 6.5 µM – further read-out of Hep lipid drop, marked with its call; cell count; measured here: cell count, cytotoxicity flag;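 cells counted across two imaged fields per well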
# MT stabilize HCS Hoechst-high % – also measured in MT stabilize HCS; calls as there; % Hoechst-high responders; measured here: nuclear condensation Hoechst responders;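 share of cells brighter than vehicle mean plus two SD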
# MT stabilize HCS cytotoxicity % – further read-out of MT stabilize HCS, marked with its call; toxicity, %; measured here: cytotoxicity by cell density;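 0% = mean cell density of plate MIN control wells and 100% = no cells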
# Autophagy HCS cell loss 18 h – further read-out of Autophagy HCS, marked with its call; toxicity, %; measured here: cell loss, nuclei count;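 cell loss after 18 h compound exposure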
# Active calls of the source: *; i = inactive; . = not tested or not shown.
SMILES,Dynein cargo inh,Dynein cargo inh cytoplasmic EGFP,Dynein cargo inh nuclear GR-EGFP,Dynein cargo inh cell count,Yfh1-off respiration,P. falciparum M1AAP,Hep lipid drop,Hep lipid drop cells 6.5 µM,Ins promoter up,Ins promoter up cell count,P. falciparum M17LAP,MT stabilize HCS,MT stabilize HCS Hoechst-high %,MT stabilize HCS cytotoxicity %,Autophagy HCS,Autophagy HCS cell loss 18 h,ER stress rescue
Cc1nc(SCCOc2ccccc2F)[nH]c(=O)c1Cc1ccccc1,1.4,-0.0079,1.2,-1,i,-1%,18,687,0.3,1365,-1%,4.4,1.7,2.3,i,24,-12%
CCOC(=O)/C=C1\NC(=O)C(C)S1 (centres undefined),0.45,0.098,-0.0037,0.34,i,5%,-2,804,-0.11,924,16%,2.9,1.7,5.4,i,7,1.2%
O=C(O)c1ccc(/C=C2\SC(=Nc3ccccc3)N(c3ccccc3)C2=O)cc1,0.3,-0.23,-0.19,0.31,i,10%,0,685,0,1136,47%,1.7,1.8,6.0,i,12,0.7%
CC(=O)Nc1cccc(OCC(=O)NS(=O)(=O)c2ccc(C)cc2)c1,0.38,-0.22,0.27,0.83,i,2%,8,715,-0.14,1202,1%,2.8,2.0,1.5,i,-7,-0.7%
Cc1nn(C)c(C)c1S(=O)(=O)N1CCCC(C(=O)NC2CCCCCC2)C1 (centres undefined),-0.09,-0.18,0.21,0.65,i,2%,11,602,-0.06,1452,5%,3.6,2.3,6.7,i,6,.
O=C(c1ccccc1)C(C(=O)N1CCCCC1)n1ccccc1=O (centres undefined),1.1,-0.26,0.19,0.69,i,10%,4,763,0.11,1466,-8%,2.6,1.6,6.9,i,-2,0.7%
Cc1cc(C)c(NC(=O)C2CSCCS2)c(C)c1 (centres undefined),0.85,-0.23,0.58,1.2,i,10%,0,724,.,.,8%,3.5,1.6,7.0,i,-3,-1.5%
C=CCOc1ccccc1/C=c1\sc2nc(-c3oc4ccccc4c3C)nn2c1=O,0.048,-0.22,-0.17,0.32,i,.,.,.,.,.,.,2.5,1.5,7.5,i,-13,.
Cn1/c(=N/N=C/c2ccc(N3CCOCC3)cc2)sc2ccccc21,-0.94,0.085,0.21,0.55,i,2%,18,678,0.36,1251,1%,9.7,2.0,8.3,i,9,-0.5%
Cc1ccc(S(=O)(=O)NCCN=C(CN2CCCC2)NS(=O)(=O)c2ccc(C)cc2)cc1,0.33,-0.017,0.53,0.4,i,3%,.,.,-0.73,1317,-3%,1.9,4.5,5.0,i,6,-0.9%
CCOC(=O)c1sc(=NC(=O)/C=C/c2ccccc2)n(C)c1C,2.5,-0.29,0.92,-1.6,i,3%,0,675,0.09,1225,4%,1.8,2.5,2.7,i,6,.
Cc1nc2ccc(NC(=O)c3ccc(Cl)c(NC(=O)c4cccs4)c3)cc2s1,0.12,-0.21,-0.78,0.5,i,8%,.,.,-0.22,1051,-6%,2.7,1.4,2.2,i,-5,-2.7%
CCCc1nc2oc3c(=O)[nH]cnc3c2c2c1COC(C)(C)C2,-0.46,-0.27,-0.29,0.78,i,8%,1,750,-0.56,1106,-2%,.,.,.,.,.,.
CC(NC1CCCC1)C(=O)Nc1ccccc1-c1ccccc1 (centres undefined),-0.8,-0.18,-1.1,0.91,i,-6%,.,.,-0.16,1592,20%,3.6,1.4,4.4,i,2,-1.0%
COc1ccc(NC(=O)C(NC(=O)c2ccc(=O)[nH]c2)c2ccc(OC)cc2)cc1 (centres undefined),1.2,-0.22,0.85,-0.64,i,1%,-3,625,0.41,1545,5%,2.4,2.9,12,i,1,-0.4%
COc1ccc2c(CSc3nnc(-c4cccnc4)n3-c3ccccc3F)cc(=O)oc2c1,0.029,-0.27,0.46,0.92,i,3%,19,681,-0.15,1565,15%,4.9,2.2,6.2,i,8,-3.4%
O=C(c1ccc(CN2CCc3ccccc3C2)cc1)N1CCN(c2ccccc2)CC1,-0.7,-0.29,-0.72,0.57,i,1%,-2,649,0.68,1297,2%,2.3,3.3,9.6,i,-1,-2.5%
N#C/C(=C\c1cccs1)C(=O)c1ccccc1Cl,-4.9*,0.99*,-2.5*,-0.52*,i,7%,-1,711,0.18,1405,-1%,.,.,.,.,.,.
O=C(CNC(=O)c1cccc(F)c1)OCC(=O)N1CCN(C(=O)c2ccco2)CC1,1.5,-0.42,0.65,-1.4,i,.,7,671,0.41,828,.,.,.,.,.,.,.
COC(=O)/C=C1\S/C(=N/N=C/c2ccc(Cl)cc2)NC1=O,-0.033,-0.21,0.44,-0.17,i,3%,-2,641,0.32,1048,16%,.,.,.,.,.,.
CCCCNC(=O)NCCN1CCOCC1,0.49,-0.23,0.0092,0.16,i,-3%,10,807,0.3,1105,-5%,.,.,.,.,.,.
CN1CCN2c3ccccc3Cc3ccccc3C2C1 (centres undefined),-0.13,-0.27,0.41,0.26,i,11%,-17,662,.,.,3%,3.1,4.2,4.6,i,-6,-2.1%
CC(C)CNC(=O)COc1ncnc2sccc12,-0.96,-0.33,0.006,0.66,i,-4%,-1,677,1.5,1332,11%,2.5,1.9,6.9,i,6,-0.9%
O=C(CSc1ccc(-c2cccnc2)nn1)N1CCCC1,-0.38,-0.19,-0.25,1.4,i,-1%,12,702,-0.54,1397,-1%,2.2,2.1,6.0,i,3,-0.1%
O=C(NCc1ccccc1C(F)(F)F)C1CC(c2cccc(F)c2)=NO1 (centres undefined),0.37,-0.81,0.24,-0.024,i,5%,.,.,-0.05,1048,5%,.,.,.,.,.,.
# Additional structures follow.
SMILES,Dynein cargo inh,Dynein cargo inh cytoplasmic EGFP,Dynein cargo inh nuclear GR-EGFP,Dynein cargo inh cell count,Yfh1-off respiration,P. falciparum M1AAP,Hep lipid drop,Hep lipid drop cells 6.5 µM,Ins promoter up,Ins promoter up cell count,P. falciparum M17LAP,MT stabilize HCS,MT stabilize HCS Hoechst-high %,MT stabilize HCS cytotoxicity %,Autophagy HCS,Autophagy HCS cell loss 18 h,ER stress rescue
C#CCSc1nc2[nH]ncc2c(=O)[nH]1,0.56,-0.2,-0.12,-0.87,i,10%,-2,653,0.08,1374,0%,3.1,1.8,0.9,i,6,-1.4%
O=C(CSc1nc(Nc2ccccc2)nc(N2CCOCC2)n1)N1CCCC1,-0.25,-0.29,-0.024,0.4,i,-2%,35,580,-0.57,1371,11%,5.1,0.4,77,i,-7,-2.1%
COc1ccc(-c2cnnn2-c2ccc(N)cc2)cc1OC,-0.15,-0.25,-0.34,0.46,i,15%,-13,788,-0.39,1217,4%,3.7,2.4,11,i,-10,2.6%
Cc1ccc(C(=O)N2C(=S)C(c3ccc(F)cc3)=NC23CCN(C)CC3)cc1,-0.67,-0.24,-0.49,0.16,i,1%,20,723,-0.33,1315,13%,5.6,1.9,4.6,i,5,-2.4%
NC(=O)C(Cc1ccccc1)N1C(=O)c2ccccc2C1=O (centres undefined),0.11,-0.26,0.33,0.85,i,0%,5,697,0.17,1279,-4%,7.3,2.2,7.0,i,21,.
COc1ccc(N2C(=O)CCC(C(=O)N(C)C3CCCCC3)C2c2ccc(OC)c(OC)c2)cc1 (centres undefined),-0.61,-0.22,0.049,0.56,i,5%,-1,728,-0.39,1277,2%,4.8,2.5,1.9,i,4,-3.3%
CCn1c(=N)c(S(=O)(=O)c2ccccc2)cc2c(=O)n3ccccc3nc21,-0.12,-0.23,-0.14,-0.14,i,10%,-1,668,.,.,1%,2.1,2.1,2.6,i,-7,1.1%
CC(C)c1ccc(CNCc2ccccc2)cc1,-0.081,-0.21,-0.39,0.39,i,1%,.,.,.,.,-3%,1.4,1.2,7.5,i,6,2.5%
CC(C)(C)C1(O)CC(C(F)(F)F)=NN1C(=O)CCCc1ccccc1 (centres undefined),1,-0.3,0.75,0.16,i,-2%,3,707,0.61,1341,-6%,3.1,3.4,10,i,11,-0.6%
Cc1cccc(Nc2nc(N)c([N+](=O)[O-])c(NCc3ccccc3)n2)c1,-0.29,0.034,0.49,0.093,i,3%,1,718,-1.1,965,4%,.,.,.,.,.,.
N#CC1CN(C(c2ccccc2)c2ccccc2)C1,0.36,-0.29,0.11,0.21,i,-1%,-4,679,0.15,1179,-13%,3.2,3.2,4.3,i,4,.
COc1ccc(Cl)cc1-n1c(N)c(C(N)=O)sc1=S,1.1,-0.13,0.93,-0.89,i,7%,.,.,-0.27,1538,8%,3.7,3.6,18,i,15,-1.0%
COc1ccccc1N1CCN(C(=O)CN(c2ccc(C)c(C)c2)S(C)(=O)=O)CC1,-0.28,-0.1,0.016,0.57,i,4%,6,740,-1.1,974,-12%,2.0,1.5,7.8,i,-3,-0.2%
COc1ccc(C2C3=C(CC(C)(C)CC3=O)Nc3c2c(=O)[nH]c2nc(C)nn32)cc1 (centres undefined),-0.62,-0.2,-0.31,0.77,i,6%,.,.,.,.,-1%,2.7,0.9,3.9,i,-7,-0.7%
O=C(NCc1ccco1)c1nn(-c2ccccc2)c(=O)c2ccccc12,-0.7,-0.2,-0.17,0.74,i,3%,.,.,-0.28,1220,3%,2.3,2.9,12,i,-9,1.3%
